Growth percent in the NCI-60 one-dose screen (48 h, 10 µM unless noted): 100 = growth as untreated, 0 = no growth, -100 = all killed.
HOP-92: HOP-92 NSCLC cells. AID 1794738. 71,000 tested, 6.3% active
EKVX: EKVX NSCLC; 71,000 tested, 3% active; AID 1794765
SK-MEL-2: SK-MEL-2 melanoma. 77,000 tested, 4.7% active. AID 1794763
A549/ATCC: A549/ATCC NSCLC. 81,000 tested, 3.7% active. AID 1794740
SK-MEL-5: SK-MEL-5 melanoma; 80,000 tested, 6.4% active; AID 1794755
M14: M14 melanoma | 80,000 tested, 6.2% active
SK-MEL-28: SK-MEL-28 melanoma | 81,000 tested, 4.1% active | AID 1794761
HOP-62: HOP-62 NSCLC. 80,000 tested, 3.9% active. AID 1794735
Active calls of the source: *; . = not tested or not shown; & = joins results of further samples. The calls were made as follows: active = growth percent below 10; inactive = the rest.

SMILES	HOP-92	EKVX	SK-MEL-2	A549/ATCC	SK-MEL-5	M14	SK-MEL-28	HOP-62
CCc1ccc(C2CC(c3cccc(O)c3)=NN2c2ccc(S(N)(=O)=O)cc2)cc1 (stereo unspecified)	.	81	92	80	83	94	89	99
O=C(Nc1cnc(Cl)nc1Nc1ccc2c(ccn2Cc2cccc(F)c2)c1)c1ccccn1	84	68	69	65	51	71	81	54
C1CSCN1	107	102	.	99	109	102	117	108
CSCCC(N)C(=O)O (stereo unspecified)	78	101	119	97	110	119	109	104
O=C(c1ccccc1)c1cc(Cl)ccc1O	80	98	99	108	107	111	107	113
Cc1cc(O)c(C(=O)c2c[nH]c(=O)c(-c3ccc([N+](=O)[O-])cc3)c2)cc1C	105	108	119	105	109	102	116	109
Cc1cc(N2CCCCC2)nc(NC2CCCC(Nc3ccnc4cc(Cl)ccc34)C2)n1 (stereo unspecified)	-71*	7.5*	-77*	-24*	.	-87*	-84*	-87*
COc1ccc(-c2ccc3cc(C(=O)Nc4ccc(O)c(C(=O)/C=C/c5cc(OC)c(OC)c(OC)c5)c4)ccc3c2)cc1	.	101	99	93	73	89	106	114
Brc1cc2c(c3ccccc13)N1O[C@@H](C2)C[C@H]1c1cccs1	.	86	.	92	98	92	110	93
COc1ccc(-c2nn(-c3ccccc3)cc2/C=C2\SC(=Nc3ccc(Cl)cc3)NC2=O)cc1	49	98	110	99	101	107	100	104
CCCCC(/C=C/c1ccc2ccccc2n1)CC (stereo unspecified)	88	113	105	102	102	.	105	104
c1ccc2c(C3OCC4(CCCC4)CO3)cccc2c1	83&89	98	110&118	104&86	100&107	107&98	105&107	109&100
C/C=C/C=C1\C[C@H]2CO[C@H](O2)C1=O	96	103	100	98	98	85	104	97
NC(N)=NCCCC(=O)O	.	.	104	.	101	109	102	105
O=C1C(=O)N(c2ccccc2)C(c2ccccc2)C1c1ccccc1 (stereo unspecified)	82	99	109	100	115	99	115	110

Entries above that contain a carbonyl joined to an NH by a bond outside any ring, in the order listed:
SMILES	HOP-92	EKVX	SK-MEL-2	A549/ATCC	SK-MEL-5	M14	SK-MEL-28	HOP-62
O=C(Nc1cnc(Cl)nc1Nc1ccc2c(ccn2Cc2cccc(F)c2)c1)c1ccccn1	84	68	69	65	51	71	81	54
COc1ccc(-c2ccc3cc(C(=O)Nc4ccc(O)c(C(=O)/C=C/c5cc(OC)c(OC)c(OC)c5)c4)ccc3c2)cc1	.	101	99	93	73	89	106	114

The main list resumes, repeating the 5 entries before the break.
SMILES	HOP-92	EKVX	SK-MEL-2	A549/ATCC	SK-MEL-5	M14	SK-MEL-28	HOP-62
CCCCC(/C=C/c1ccc2ccccc2n1)CC (stereo unspecified)	88	113	105	102	102	.	105	104
c1ccc2c(C3OCC4(CCCC4)CO3)cccc2c1	83&89	98	110&118	104&86	100&107	107&98	105&107	109&100
C/C=C/C=C1\C[C@H]2CO[C@H](O2)C1=O	96	103	100	98	98	85	104	97
NC(N)=NCCCC(=O)O	.	.	104	.	101	109	102	105
O=C1C(=O)N(c2ccccc2)C(c2ccccc2)C1c1ccccc1 (stereo unspecified)	82	99	109	100	115	99	115	110
COc1ccc(-c2cc(-c3nnc(SCC(=O)c4ccccc4)o3)c3ccccc3n2)cc1OC	99	113	95	91	89	98	110	101
O=c1[nH]c(NCCO)nc2[nH]ncc12	100	108	117	111	105	110	105	116
COc1cc(Nc2ccnc(NCCCNc3ccnc4cc(Cl)ccc34)n2)cc(OC)c1	.	.	-82*	12	-100*	-86*	-100*	27
C/C(=N/O)c1ccc(N2C(=O)c3ccc(C(=O)O)cc3C2=O)cc1	116	94	98	97	98	103	107	100
CCCCC(CC)CCC(C)OC(=O)CCl (stereo unspecified)	114	104	103	106	101	98	106	114
Fc1ccc(-c2nnc(N3CCOCC3)c3ccccc23)cc1F	60	97	101	104	114	108	108	96
O=C(Nc1ccc(Cl)c(Cl)c1)Oc1ccccc1Cl	.	.	.	93	98	97	97	115
O=[N+]([O-])c1ccccc1NCNc1ccccc1[N+](=O)[O-]	85	118	107	98	100	101	104	100
O=c1c2cc(F)ccc2sc2c(NCCN3CCOCC3)nc3ccccc3c12	45	92	110	69	95	47	97	81
COC(=O)N1CCc2cc(OC)c(O)cc2C1Cc1c(Br)cccc1Oc1ccccc1 (stereo unspecified)	74	98	79	70	92	76	97	86
O=C(/C(=C/c1cccs1)Cc1nc2ccccc2[nH]1)c1nc2ccccc2[nH]1	.	84	.	96	91	95	102	96
COc1ccc2c(c1)sc1nc(-c3ccccc3)c(-c3cccc4ccccc34)n12	.	29	28	24	25	21	52	64
COc1cccc(C(=O)NCCNc2cc(-c3cn(-c4ccccc4)nc3-c3cccc(OC)c3)ccn2)c1	46	69	57	44	39	51	80	61
CC(=O)N1N=C(c2cc3ccccc3oc2=O)CC1c1cn(-c2ccccc2)nc1-c1ccccc1 (stereo unspecified)	100	95	110	105	100	105	109	97
C=Cc1ccc(OCC)cc1	95	99	107	91	102	99	104	102
Cc1ncc(C(=O)O)c(C(=O)O)c1N	.	103&94	108	107&102	99&99	107&100	116&110	98&115
CCCCCC(=O)OC1CC(C)=C2C(=O)C=C(C)[C@@H]2[C@H]2OC(=O)[C@H](C)[C@H]12 (stereo partly specified)	104	103	111	96	87	.	109	109
Fc1cc(-c2nnc(Nc3ccc(Br)cc3)o2)cc(F)c1F	132	97	121	105	98	116	108	95
O=C(O)c1ccc(-n2cc(CNc3cc(F)cc(C(F)(F)F)c3)c(-c3ccc(F)cc3)n2)cc1	79	97	99	75	89	92	98	82
O=S(=O)(NC1c2ccccc2Oc2ccccc21)c1ccc(Br)cc1	65	89	110	102	93	94	101	91
CC(C)Cc1cccc2c1CCCC2	.	.	120	98	104	104	100	.
COc1ccc(-c2cc(-c3cc(OC)c(OC)c(OC)c3)c(C#N)c(=O)n2Cc2ccc(C(=O)O)cc2)cc1	100	97	105	98	100	101	124	101
Nc1ccc(-c2nnc3n2N=CC(c2cc(=O)oc4ccccc24)S3)cc1 (stereo unspecified)	82	.	96	110	89	.	101	87
Cc1ccc(Sc2nnc(/N=C3\C(=O)Nc4ccccc43)s2)cc1	96	102	105	92	107	101	105	97
CCN(CC)Cc1cc(Nc2nc(NC3CCC(N(C)C)CC3)c3ccccc3n2)ccc1OC (stereo unspecified)	25	89	116	68	46	-10*	21	79
COC(=O)[C@H](NS(=O)(=O)N(c1ccc(F)cc1)C1CCN(C(=O)c2ccc(F)cc2)CC1)C(C)C	66	108	131	102	100	92	103	83
CN1CCN(C(=O)Cn2c(-c3ccc(Cl)cc3)csc2=N)CC1	78	.	102	90	100	99	107	101
O=S(=O)(NCCCl)c1cc(Cl)c(Cl)cc1Cl	113	.	112	96	91	85	108	118
OCCNc1nc(Nc2ccc(Cl)cc2)nc(Nc2ccc(C3=NN(c4cc(Cl)cc(Cl)c4)C(c4ccc(F)cc4)C3)cc2)n1 (stereo unspecified)	107	88	112	93	96	104	96	95
COC(=O)C(c1ccccc1)C(Br)C(=O)c1ccccc1 (stereo unspecified)	100	100	112	95	100	92	112	98
CC(=O)[C@@]1(O)[C@H](C)C[C@H]2[C@@H]3C=C(C)C4=Cc5c(cnn5-c5ccccc5)C[C@]4(C)[C@H]3[C@@H](O)C[C@@]21C	13	13	.	14	38	44	44	35
NC(=S)CCNC(=O)c1ccccc1	.	99	111	106	109	107	111	100
CC(=O)Nc1c(Cl)c(Cl)c2c(c1Cl)Cc1cc(Cl)ccc1-2	.	54	91	63	93	80	113	85
CC(C)Cc1ccc(C(C)C(=O)NCc2ccccc2)cc1 (stereo unspecified)	105	90	43	83	98	93	102	71
O=C1C(Nc2ccccc2)=CC(c2ccccc2)N1c1ccccc1 (stereo unspecified)	100	101	118	88	104	102	113	84
COC(OC)/C(=N\NC(N)=O)c1ccccc1	90	113	109	127	.	103	105	108
O=C1/C(=C/c2ccc(OCc3ccc(Cl)cc3)cc2)N=C2SCCCN12	.	101	89	79	96	104	116	100
Cc1cc(Cl)nc(N2CCN(CC(=O)Nc3ccc4c(ccn4Cc4ccccc4)c3)CC2)n1	97	96	113	91	99	96	99	90
NC(=O)SCC(=O)Nc1ccc(C(=O)O)cc1	.	119	78	94	110	93	106	103
CCOC(=O)NCCc1ccccc1	82	111	104	90	111	110	118	100
COc1ccc(N2C(=O)C(=S)N(c3ccc(C)cc3)C2=O)cc1	97	109	106	86	96	91	104	95
CCCCNC(=S)Nc1ccc(OCc2nc3ccccc3[nH]2)cc1	96	62	69	50	78	55	88	70
CSC1=Nc2c(c(C)c(-c3ccccc3)n2CCCCl)C2=NC(=O)CN12	65	54	75	74	51	31	56	64
N#CCCN(CCC#N)CC(=O)O	110	107	106	97	113	108	106	106
CC(O)Cc1ccc2c(c1)OCO2 (stereo unspecified)	96	103	128	93	100	117	109	101

Profiles, quoted from the list:
Entry for NC(=O)SCC(=O)Nc1ccc(C(=O)O)cc1 : HOP-92 = .; EKVX = 119; SK-MEL-2 = 78; A549/ATCC = 94; SK-MEL-5 = 110; M14 = 93; SK-MEL-28 = 106; HOP-62 = 103
Entry for CSC1=Nc2c(c(C)c(-c3ccccc3)n2CCCCl)C2=NC(=O)CN12 : HOP-92 = 65; EKVX = 54; SK-MEL-2 = 75; A549/ATCC = 74; SK-MEL-5 = 51; M14 = 31; SK-MEL-28 = 56; HOP-62 = 64

Further results follow.
SMILES	HOP-92	EKVX	SK-MEL-2	A549/ATCC	SK-MEL-5	M14	SK-MEL-28	HOP-62
O=C1CSC(=S)N1/N=C/c1c[nH]c2ccc(Br)cc12	102	92	107	96	86	116	103	70
CCC(C)Oc1nc2c(c(=O)n(C)c(=O)n2C)n1C (stereo unspecified)	11	116	140	107	96	86	96	84
O=S(=O)(c1ccccc1)N1C=C/C(=C\Cn2cc(-c3ccc(Br)cc3)nn2)CC1	119	112	99	90	67	66	79	103
CC1CC=CCC1C1OCC(C)(C)CO1 (stereo unspecified)	106	.	124	97	104	101	105	89
O=Nc1c(O)[nH]c2ccccc12	116	100	104	101	98	109	108	.
COc1ccc(C2=Nn3c(nnc3-c3ccc(Cl)cc3N)SC2)cc1	94	.	.	103	98	107	98	103
O/N=C(\CSc1nnc(-c2c[nH]c3ccccc23)n1-c1ccccc1)c1ccc(Cl)cc1	-8.4*	2.0*	20	21	21	-47*	21	-64*
NC(CO)(CO)CO	85&106	115&111	118	108&119	105&114	101&97	111&120	104&108
Cc1ccc(S(=O)(=O)c2nc(-c3ccccc3)oc2SCC(N)=O)cc1	83	96	94	97	95	97	108	98
CSc1nc2sc3c(c2c(=O)n1-c1ccccc1)CCC(=O)C3	116	97	109	105	92	112	110	106
CC(C)(C)C1CCC(O)CC1 (stereo unspecified)	91	96	93	89	105	108	99	93
N#CCCNc1ccc(Nc2ccccc2)cc1	72	102	98	86	75	84	110	99
CCN(CC)CCOC(=O)c1ccc(NC(=O)OCC(C)OC(=O)Nc2ccc(C(=O)OCCN(CC)CC)cc2)cc1 (stereo unspecified)	86	99	103	95	99	102	115	99
CC(=O)N1N=C(c2cccs2)CC1c1[nH]c(C)c(C(=O)NCC(F)(F)F)c1C (stereo unspecified)	105	104	114	105	99	100	108	104
O=c1[nH]n[n+](-c2[nH]ncc2[N+](=O)[O-])o1	94	102	105	96	106	100	103	97
NCCN1CCOCC1	.	106	109	95	99	106	114	117
CN(C(=O)/C=C/c1ccco1)c1ccccc1	116	105	98	113	104	110	106	115
C=C(C)[C@@H]1CCC2=C[C@H](C/C(C)=C/C3=CC(C(=O)OC)=C(C1)O3)OC2=O	106	103	115	102	102	111	97	107
CSc1ccc2c(c1)C(N1CCN(C)CC1)Cc1ccccc1S2 (stereo unspecified)	5.6*	56	.	53	-87*	.	-64*	.
CCCCOC(=O)c1ccccc1OC	81	110	.	103	102	102	113	98
Cc1cccc(N=NC(=S)NNc2cccc(C)c2)c1	.	98	111	105	108	108	125	101
CCCCCCCCCN(CCCCCCCCC)C(C)C(=O)c1ccc2cc(Br)c3ccccc3c2c1 (stereo unspecified)	73	73	125	86	89	56	109	96
CCCCCCNC(=O)N/C=C(/C#N)C(N)=O	105	98	103	99	106	102	111	102
COc1ccc(-c2ccnc3c(N=Nc4ccc(S(N)(=O)=O)cc4)c(N)nn23)cc1	82	105	113	88	101	101	104	100
CN1c2ccccc2Sc2cc(/C=N/Nc3cccc(Br)c3)ccc21	96	94	112	93	97	92	95	97
O=C(O)/C=C\C(=O)Nc1cccc2c1-c1ccccc1C2	100	94	103	93	95	101	105	94
CN1CCN(Cc2ccc(NC(=O)c3cncc(C#Cc4ncc5ccccn45)c3)cc2C(F)(F)F)CC1	-1.2*	44	-8.2*	7.7*	52	5.5*	8.6*	16
O=C1NC(=O)C2(CCCCCCC2)N1	89	114	106	115	105	.	121	109
CCN(CC)c1nc(SCc2ccccc2Cl)ncc1C	56	101	118	95	84	114	118	93
NNC1=NCCS1	98	.	106	98	101	95	108	97
O=C(CNc1ncnc2sc3c(c12)CCCC3)NNC(=S)Nc1ccccc1	105	102	117	103	101	99	106	104
C[C@]12CC[C@@H]3c4ccc(O)c([N+](=O)[O-])c4CC[C@H]3[C@@H]1CC[C@@H]2O	111	102	108	97	104	104	105	106
O=S(=O)(Oc1ccc(-c2ccc3sccc3c2)cc1)c1ccc(F)cc1	105	92	114	94	98	113	103	111
COc1ccccc1N=Nc1ccccc1OC	94	83	99	97	97	99	102	87
C/C(=N\NC(=S)Nc1ccc(C)cc1)c1sc(Nc2cccc(Cl)c2)nc1C	103	65	106	103	95	89	102	93
S=c1[nH]c2ccc(Cl)cc2[nH]1	.	53	92	99	107	96	.	86
C=CCc1cc(Cl)ccc1NC(C(N)=O)c1ccccc1 (stereo unspecified)	65	66	93	76	98	92	94	81

Source: PubChem
